# NFkB transloc inh = blocks IL-1B driven NFkB nuclear translocation in HUVEC cells; HUVEC IL-1B NFkB p65 nuclear translocation imaging; inhibition, % at 2 µM; 0.43% of 94,000 active;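 active = inhibition above about 30% together with a positive call from visual inspection of the well image, limit read from the data; inconclusive = inhibition above a set limit but visual check negative; inactive = inhibition not above a set limit, visual check negative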;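 note: nuclear over cytoplasmic p65 intensity ratio measured by imaging; 0% = IL-1B stimulated DMSO wells and 100% = unstimulated DMSO wells; values of inactives mirror those of a sister screen read the other way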
# PLAP inhibition = inhibition of human placental alkaline phosphatase – biochemical, luminescence, HTS (AID 690); purified PLAP, luminescent substrate; higher % means a stronger effect; inhibition, % at 20 µM, or IC50 in µM where a hit was titrated; 0.08% of 96,000 active; in the data active = a potency from the dose series; inactive = the rest, 99 in 100 with inhibition below about 30%; note: strong numbers were not always called active
# Bcl-B TR3 displacers = displacers of TR3 peptide from Bcl-B, primary screen, selectivity assay for Bfl-1 inhibitor project, biochemical, fluorescence polarization; one-dose displacement, % at 20 µM; IC50 in µM for titrated hits; FP displacement of FITC-TR3 peptide from Bcl-B; higher % means a stronger effect; AID 748; 0.11% of 96,000 active;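 active = displacement above 50% at 20 µM plus a fluorescence interference ratio under 1.5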;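 note: plate controls were wells without compound for no effect and wells lacking Bcl-B protein for full effect; a part of the inactive calls stands beside numbers as strong as those of hits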
# NFkB transloc pot = enhances IL-1B driven NFkB nuclear translocation. HUVEC IL-1B NFkB p65 nuclear translocation imaging. activation, % at 2 µM. 0.3% of 94,000 active. AID 819;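 active = activation above 40%, about the mean plus 3 SD, also judged a hit on visual image review; inconclusive = activation above 40% but not a hit on visual review; inactive = activation not above 40% and no visual hit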;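 note: percent activation is computed from the nuclear over cytoplasmic p65 intensity ratio; values of inactives mirror those of a sister screen read the other way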
# MRP resist rev = reverses drug resistance mediated by MRP; H69AR cells + 2 uM doxorubicin, CellTiter-Glo, 72 h; differential viability (reversal), % at 10 µM; 0.04% of 85,000 active; AID 602;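 active = viability drop by adding the cancer drug above about 55%, with treated viability meeting a 40% cutoff, limit read from the data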;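 note: viability without doxorubicin minus viability with 2 µM doxorubicin for each compound; larger differential means the compound sensitizes cells more to doxorubicin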
# MRP resist rev cytotoxicity = further read-out of MRP resist rev, marked with its call; viability, %; H69AR cells, CellTiter-Glo, 72 h; measured here: cytotoxicity without doxorubicin
# MRP resist rev with doxorubicin = second read-out of MRP resist rev, no call of its own (marks repeat the call); viability, %; measured here: viability with 2 uM doxorubicin; active compounds read low
# NFkB transloc inh cell count 2 µM = recorded beside NFkB transloc inh, whose call it bears; cell count; measured here: cells passing quality filter;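 raw number of nuclei counted in each imaged well without normalization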
# NFkB transloc pot cell count 2 µM = also measured in NFkB transloc pot; calls as there; cell count; measured here: cells passing quality filter
# Numbers without * were called inactive; ? = inconclusive; . = not tested or not shown. Only part of the results is shown. The share of hits here may be higher or lower than overall.
SMILES,NFkB transloc inh,NFkB transloc inh cell count 2 µM,PLAP inhibition,Bcl-B TR3 displacers,NFkB transloc pot,NFkB transloc pot cell count 2 µM,MRP resist rev,MRP resist rev cytotoxicity,MRP resist rev with doxorubicin
CCS(=O)(=O)NCC(c1cccnc1)N1CCN(c2ccc(F)cc2)CC1 (stereo unspecified),.,.,-7%,-4%,.,.,3,99,95
Cc1cc(C(=O)N2CCOCC2)n(-c2ccccc2)n1,18,148,-48%,5%,-18,148,-21,66,87
CCOC(=O)C1=C(C)NC2=C(C(=O)CCC2)C1c1cccs1 (stereo unspecified),-5,151,23%,-11%,5,151,3,90,87
COc1cccc(C2C(C(=O)c3cccs3)=C(O)C(=O)N2CCCn2ccnc2)c1OC (stereo unspecified),.,.,-59%,2%,.,.,.,.,.
Cc1ccc(C(C)C)c(Oc2nnnn2-c2ccccc2)c1,-16,96,7%,-12%,16,96,-33,30,64
Cc1cccc(NC(=O)c2ccc3ccccc3n2)c1C,-2,168,-9%,4%,2,168,-8,78,86
O=C(NCc1ccccn1)c1c(O)c2c([nH]c1=O)CCCC2,12,169,0%,-5%,-12,169,0,97,97
O=C(NC1CCCCC1)c1ccc(S(=O)(=O)N2CCOCC2)cc1,10,121,13%,-9%,-10,121,22,102,80
O=C(COc1cc(Cl)c(Cl)cc1Cl)NC(=O)NC1CCCC1,-22,169,14%,0%,22,169,11,91,79
N#CC1=C(N)OC2=C(C(=O)CCC2)C12CCN(C(=O)OCc1ccccc1)CC2,.,.,-36%,-4%,.,.,10,90,80
CC(=O)N1CCN(C2=Nc3cccc4cccc2c34)CC1,.,.,8%,22%,.,.,-1,91,92
CCCc1cc(C(N)=O)c(NC(=O)C2CCCO2)s1 (stereo unspecified),2,113,3%,0%,-2,113,4,90,86
N#Cc1c(/N=C/c2cc(Br)cs2)sc2c1CCC2,-8,156,.,.,9,156,-15,72,87
COCCn1c(CN2CCN(c3ccc(OC)cc3)CC2)nc2c1c(=O)n(C)c(=O)n2C,3,102,-55%,11%,-3,102,8,85,77
O=C(O)CCC(=O)N1CCN(c2nc3ccccc3s2)CC1,3,147,-32%,-13%,-3,147,-18,85,102
CCOC(=O)c1c(N)sc(=S)c2c1CCC2,-24,141,-36%,21%,24,141,9,97,88
Cc1ccccc1N1C(=O)c2cccc3c(N(C)CCO)ccc(c23)C1=O,3,152,31%,15%,-3,152,6,89,83
Fc1cccc(Cl)c1Cn1nnc(-c2ccc(N3CCOCC3)cc2)n1,7,170,-5%,3%,-7,170,12,72,61
CCOc1ccc2[nH]c(=O)c(CN(Cc3nnnn3CCc3ccccc3)CC3CCCO3)cc2c1 (stereo unspecified),-18,132,.,.,18,132,14,86,72
CC(=O)OC(C(=O)NCc1ccc2c(c1)OCO2)c1ccccc1Cl (stereo unspecified),2,183,11%,16%,-2,183,6,76,70
CCCN(CCC)CCNC(=O)c1cc2c(=O)n(C)c3ccccc3c2n1C,-10,72,-58%,0%,10,72,-9,76,85
CC(C)(C)n1ncc2c(=O)n(CC(=O)N3CCc4ccccc43)cnc21,0,117,10%,-8%,0,117,.,.,.
Fc1ccccc1CSc1nc2ncc(Br)cc2[nH]1,-17,194,-74%,-118%,17,194,-45,77,123
CCN(CC)Cc1c(O)ccc2c(=O)c(-c3ccc4c(c3)OCCO4)coc12,2,165,-47%,-1%,-2,165,-8,86,94
Cc1[nH]c2ccc(-c3nnc(SCC(=O)N4CCCc5ccccc54)o3)cc2c1C,-2,69,2%,3%,2,69,-3,71,74
CCCCn1c(N)c(-c2nc3ccccc3s2)c2c([N+](=O)[O-])nn(C)c(=O)c21,-36,196,25%,-8%,36,196,.,.,.
CCCCOc1ccc(CN(C)c2ncnc(N)n2)cc1,-26,119,.,.,26,119,-25,35,60
O=C(CSc1nc2ccccc2[nH]1)Nc1ccc(F)cc1,2,61,-84%,-9%,-2,61,16,102,86
O=C(NCCc1nc2ccccc2[nH]1)Nc1ccccc1,6,142,19%,-4%,-6,142,0,89,88
CCN1C(c2ccccc2)=C(c2ccccc2)S/C1=C\C=C1/SC(=S)N(C)C1=O,0,158,.,.,1,158,-6,63,68
CCOC(=O)CSc1nc2ccccc2c(=O)n1CC,?,.,17%,-2%,-52,121,10,90,80
CN(C)S(=O)(=O)N1CCC(CCCC2CCN(S(=O)(=O)N(C)C)CC2)CC1,-20,56,-22%,-5%,20,56,5,97,92
O=C(C1CCCCN1S(=O)(=O)c1ccccc1)N1CCN(C(c2ccccc2)c2ccccc2)CC1 (stereo unspecified),-1,172,-32%,-25%,1,172,-2,72,74
Cn1c(SCC(=O)Nc2ccc3cn[nH]c3c2)nnc1-c1cnccn1,.,.,-7%,3%,.,.,-3,88,92
C=C(C)CSC1=C(C#N)C(c2ccccc2)CC(=O)N1 (stereo unspecified),-2,107,.,.,2,107,.,.,.
COC(=O)c1cc(NC(=O)CC2C(=O)NCCN2C(=O)c2ccc(F)cc2)cc(C(=O)OC)c1 (stereo unspecified),-6,142,-66%,10%,6,142,-16,80,96
C/C(N)=C(/C#N)C(=O)CSc1ncnc2ccccc12,.,.,-3%,-20%,.,.,-5,73,78
O=S(=O)(Nc1ccc(Cc2ccncc2)cc1)c1ccc(Br)s1,-4,112,-9%,-6%,5,112,.,.,.
O=C(CCS(=O)(=O)c1cccs1)Nc1ccc(C(=O)NCc2ccccc2)cc1,-17,74,18%,-10%,17,74,-6,88,95
O=C(NNC(=O)c1cc(-c2ccc(Cl)c(Cl)c2)nc2ccccc12)Nc1ccccc1,-10,144,-1%,1%,10,144,.,.,.
CCOC(=O)C(C)Sc1nc2c(c(=O)[nH]c(=O)n2C)n1C/C=C(/C)Cl (stereo unspecified),-3,190,-3%,11%,3,190,12,72,60
CCOC(=O)N1CCN(C(=O)CSc2nnc(-c3c[nH]c4ccccc34)n2CCOC)CC1,-26,128,-3%,15%,26,128,-4,100,104
CN(C)CCC1Sc2ccccc2Oc2ccccc21 (stereo unspecified),1,157,.,.,-1,157,18,87,69
CCc1nnc(NC(=O)CSc2nnc(Cc3ccccc3)n2-c2ccccc2)s1,-12,95,-17%,-10%,12,95,-1,86,87
CCOc1cc(C(=O)NCC(C)CN(C)C)cc(OCC)c1OCC (stereo unspecified),-21,139,-28%,-10%,21,139,15,97,82
CC(C)CNC(=O)CSc1nnc(-c2cccc(S(=O)(=O)N3CCCCC3)c2)o1,1,150,-10%,0%,-1,150,10,99,89
O=C1CC(Cc2ccccc2)C(=O)N1c1ccc(Cl)cn1 (stereo unspecified),.,.,-4%,6%,.,.,8,97,89
O=C(CN1CCCC1)Nc1c2c(nc3ccccc13)N(Cc1ccccc1)CC2,-11,62,-96%,8%,11,62,6,91,85
CCOC(=O)c1ccc2[nH]c3c(c2c1)CN(C)CC3,-7,74,-9%,3%,7,74,10,95,84
COc1ccccc1N1CCN(C(=O)C2CCN(S(=O)(=O)N3CCOCC3)CC2)CC1,14,92,-25%,-12%,-12,92,-2,85,87
Cc1ccc(S(=O)(=O)Nc2ccc(NC(=O)CN3CCCCC3)c(Cl)c2)cc1,7,198,-90%,-8%,-7,198,1,92,91
CC(Sc1nc2ccccc2[nH]1)C(=O)Nc1ccc2c(c1)OCCO2 (stereo unspecified),4,105,-41%,-15%,-4,105,16,95,79
Cc1cc(-c2ccccc2)nc(SCC(=O)c2cccc([N+](=O)[O-])c2)n1,-2,120,15%,-12%,2,120,.,.,.
O=c1/c(=C/c2ccco2)sc2n1CN(c1ccccc1)CN=2,0,157,20%,4%,0,157,17,95,78
CCCc1nnc(SCC(=O)O)n1/N=C/c1ccc2c(c1)OCO2,8,50,-14%,0%,-8,50,30,87,58
CC#CCN(CC#CC)S(=O)(=O)c1ccc(S(=O)(=O)N2CCOCC2)cc1,-43,170,-2%,-1%,?,.,-23,77,100
Cc1cc(SCC(=O)Nc2ccccc2)nc(C)n1,-14,182,10%,-1%,14,182,5,98,93
CC(=O)c1cc(C#N)c(SCc2ccc(F)cc2)nc1C,-9,185,16%,1%,9,185,18,105,87
CC(C)CCNC(=O)C(c1cccnc1)N(CCc1ccccc1)C(=O)Cn1nnc2ccccc21 (stereo unspecified),7,100,.,.,-7,100,0,78,77
CCCCN(C(=O)c1c(C)[nH]c(C(=O)OCC)c1C)c1ccccc1,-14,127,-39%,1%,14,127,-17,60,78

# Copied from the list:
# CC#CCN(CC#CC)S(=O)(=O)c1ccc(S(=O)(=O)N2CCOCC2)cc1 – NFkB transloc inh: -43
# CCOC(=O)c1ccc2[nH]c3c(c2c1)CN(C)CC3 – MRP resist rev: 10
# CC(C)CCNC(=O)C(c1cccnc1)N(CCc1ccccc1)C(=O)Cn1nnc2ccccc21 (stereo unspecified) – MRP resist rev with doxorubicin: 77
# COc1ccccc1N1CCN(C(=O)C2CCN(S(=O)(=O)N3CCOCC3)CC2)CC1 – Bcl-B TR3 displacers: -12%
# O=C(CN1CCCC1)Nc1c2c(nc3ccccc13)N(Cc1ccccc1)CC2 – NFkB transloc pot cell count 2 µM: 62

# Next part
SMILES,NFkB transloc inh,NFkB transloc inh cell count 2 µM,PLAP inhibition,Bcl-B TR3 displacers,NFkB transloc pot,NFkB transloc pot cell count 2 µM,MRP resist rev,MRP resist rev cytotoxicity,MRP resist rev with doxorubicin
COC(=O)c1nn(C23CC4CC(CC(C4)C2)C3)c2c1C(=O)N(c1ccc(F)cc1)C2=O,0,128,-2%,7%,0,128,.,.,.
CCOc1ccccc1-n1nnnc1SCC(=O)Nc1cc2oc3ccccc3c2cc1OC,-4,134,9%,-2%,4,134,17,71,54
CCc1nc(Nc2ccc3c(c2)OCCO3)c2oc3ccccc3c2n1,6,183,15%,-4%,-6,183,-12,38,50
CCOC(=O)COc1ccc(C)cc1-c1ccno1,-21,181,23%,-2%,21,181,.,.,.
N/C(=N\S(=O)(=O)c1ccc(Cl)s1)c1ccccc1,10,81,36%,-10%,-10,81,7,96,89
Cc1cc(C(=O)Nc2ccc(S(=O)(=O)Nc3onc(C)c3C)cc2)cs1,8,125,.,.,-8,125,6,101,94
CC(C)C(=O)Nc1nc(-c2ccccc2)ns1,-12,118,.,.,12,118,-9,96,105
O=C1CSC(c2ccccc2F)N1c1ccccc1 (stereo unspecified),-5,137,.,.,5,137,10,89,79
CCN(CC)S(=O)(=O)c1ccc2c(c1)nc(CCC(=O)Nc1cccc(C(F)(F)F)c1)n2CC,-14,165,-11%,-14%,14,165,-42,14,57
CCn1c(SCC(=O)NCc2cccs2)nnc1-c1ccco1,.,.,11%,12%,.,.,6,90,84
CCOC(=O)C1=C(COc2ccc(F)cc2Cl)NC(=O)NC1c1cc(C)ccc1C (stereo unspecified),10,122,10%,8%,-10,122,.,.,.
CCOCCCNC(=O)C1CCN(C(=O)Nc2ccc(C)cc2)CC1,9,142,-2%,0%,-9,142,-4,90,94
c1nc(N2CCN(Cc3ccc4c(c3)OCO4)CC2)c2[nH]cnc2n1,.,.,-72%,0%,.,.,-10,86,96
CCOc1cc(Cl)c(S(=O)(=O)NCc2ccccn2)cc1Cl,-28,94,-60%,-8%,28,94,-35,45,80
CN1CCN(C(=O)c2ccc3ccccc3c2)CC1,11,190,2%,1%,-11,190,8,89,81
Cc1ccc(-n2c(SCC(=O)NCC3CCCO3)nc3c(c2=O)SCC3)cc1 (stereo unspecified),.,.,8%,1%,.,.,-2,90,92
Cc1cccc(-c2cc3nc4c(c(N5CCOCC5)n3n2)CCCC4)c1,-17,150,-46%,-6%,17,150,-2,58,60

# Full records, looked up by structure. Screens in order: NFkB transloc inh	NFkB transloc inh cell count 2 µM	PLAP inhibition	Bcl-B TR3 displacers	NFkB transloc pot	NFkB transloc pot cell count 2 µM	MRP resist rev	MRP resist rev cytotoxicity	MRP resist rev with doxorubicin
# Entry for `Cc1cc(SCC(=O)Nc2ccccc2)nc(C)n1` = -14	182	10%	-1%	14	182	5	98	93
# Entry for `O=C(C1CCCCN1S(=O)(=O)c1ccccc1)N1CCN(C(c2ccccc2)c2ccccc2)CC1` (stereo unspecified) = -1	172	-32%	-25%	1	172	-2	72	74
# Entry for `CCOC(=O)C(C)Sc1nc2c(c(=O)[nH]c(=O)n2C)n1C/C=C(/C)Cl` (stereo unspecified) = -3	190	-3%	11%	3	190	12	72	60

# Source: PubChem BioAssay
